G9a block = blocks human histone lysine methyltransferase G9a; G9a H3K9 monomethylation, AlphaScreen, 2 h; Potency, µM (highest dose often 102 µM), without a hit: top-dose activity, negative = inhibition, most hits filed as inhibitors; 8.8% of 350,000 active; AID 504332; also: % is scaled to controls: 0 for no effect and ±100 for the full control effect; nearly all actives have a fitted effect of over 75% in size
Target sequence (Q96KQ7 913-1193 limits assumed): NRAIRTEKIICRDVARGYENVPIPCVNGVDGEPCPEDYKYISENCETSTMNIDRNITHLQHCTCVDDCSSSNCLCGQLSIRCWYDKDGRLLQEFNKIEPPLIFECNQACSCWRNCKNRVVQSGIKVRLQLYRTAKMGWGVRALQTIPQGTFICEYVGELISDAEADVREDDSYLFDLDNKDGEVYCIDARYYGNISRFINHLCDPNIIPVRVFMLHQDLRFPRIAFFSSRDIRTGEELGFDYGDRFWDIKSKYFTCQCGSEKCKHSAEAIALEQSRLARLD
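G9a (20 nM) was preincubated 15 min with compound, then reacted 2 h at room temperature with 500 nM biotin-H3K9 peptide and 20 µM SAM. Monomethyl-H3K9 detected by AlphaScreen using anti-H3K9me1 antibody.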
Pol iota inh = blocks human DNA polymerase iota activity | Potency, µM (titrated, usually from 115 µM), inactives show top-dose activity, negative = inhibition, usual class: inhibitors | 1% of 390,000 active | Q9UNA4 | Pol iota fluorescent replication assay, 10 min | AID 588590
Target sequence (Q9UNA4 whole entry, looked up): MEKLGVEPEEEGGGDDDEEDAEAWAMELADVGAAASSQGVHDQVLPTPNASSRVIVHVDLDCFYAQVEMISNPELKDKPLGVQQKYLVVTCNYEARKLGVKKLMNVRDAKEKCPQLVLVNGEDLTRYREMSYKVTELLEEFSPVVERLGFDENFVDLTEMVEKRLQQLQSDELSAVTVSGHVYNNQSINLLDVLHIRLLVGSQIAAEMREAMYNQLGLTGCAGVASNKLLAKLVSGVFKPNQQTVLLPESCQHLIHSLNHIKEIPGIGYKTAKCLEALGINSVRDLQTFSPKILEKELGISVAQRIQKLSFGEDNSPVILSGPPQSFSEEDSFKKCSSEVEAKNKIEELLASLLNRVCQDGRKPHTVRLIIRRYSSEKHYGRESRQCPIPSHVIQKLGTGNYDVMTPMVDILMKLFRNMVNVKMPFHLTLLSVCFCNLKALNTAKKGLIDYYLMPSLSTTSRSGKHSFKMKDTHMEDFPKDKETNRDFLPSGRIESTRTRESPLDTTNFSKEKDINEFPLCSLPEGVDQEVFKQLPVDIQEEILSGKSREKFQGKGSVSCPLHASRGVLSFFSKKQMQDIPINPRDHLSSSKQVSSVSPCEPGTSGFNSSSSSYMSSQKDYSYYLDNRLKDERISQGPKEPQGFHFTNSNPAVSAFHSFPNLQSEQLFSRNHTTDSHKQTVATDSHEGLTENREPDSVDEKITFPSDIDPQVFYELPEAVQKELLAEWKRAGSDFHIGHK
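Fluorescent replication assay read twice, at 0 min and 10 min after adding 50 nM (final) substrate. Enzyme (10 nM) and compounds were first incubated 15 min at room temperature; enzyme-free buffer wells were negative controls.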
BAZ2B inh = inhibitors of human BAZ2B bromodomain; Q9UIF8; AlphaScreen BAZ2B-H3K14Ac peptide displacement; Potency, µM (titrated, usually from 114 µM), for the others: at the top dose activity change, negative = inhibition, most hits filed as inhibitors; 4.4% of 360,000 active; AID 504333; also: % is scaled to controls: 0 for no effect and ±100 for the full control effect; nearly all actives have a fitted effect of over 60% in size
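Inhibition is scored as reduced AlphaScreen emission. The BAZ2B/b-H3(5-23)K14Ac complex (50 nM each) in PBS pH 7.4, 0.01% Tween-20 meets compound (up to 110 uM) for 30 min at RT before bead addition.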
BLM helicase inh = blocks DNA unwinding by human BLM helicase; recombinant BLM DNA unwinding, fluorescence dequenching; Potency, µM (titrated, usually from 56.1 µM), for the others: top-dose activity change, negative = inhibition, actives largely listed as inhibitors; 0.2% of 350,000 active; P54132;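 also: plate controls were vehicle for no effect and no enzyme for full effect; nearly all actives have a fitted effect of over 35% in size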
APEX1 inh = inhibitors of human APE1 endonuclease. Potency, µM (doses to about 65.8 µM), inactives show top-dose activity change, negative = inhibition, hits mostly inhibitors. 0.35% of 350,000 active. recombinant APE1, TAMRA/BHQ-2 abasic DNA cleavage fluorescence. AID 2517. P27695;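 also: plate controls were vehicle for no effect and reference inhibitor for full effect; nearly all actives have a fitted effect of over 55% in size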
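Compound pre-exposure to 0.75 nM APE1, 15 min at ambient temperature. Reaction initiated with 50 nM TAMRA/BHQ-2 THF substrate, read immediately in kinetic mode, 525 nm excitation, 598 nm emission.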
POLK inh = inhibitors of human DNA polymerase kappa | 0.53% of 400,000 active | Potency, µM (top dose mostly 107 µM), inactives show at the highest dose activity, negative = inhibition, hits mostly inhibitors | purified Pol kappa, fluorescent DNA synthesis assay, 10 min | AID 588579 | Q9UBT6; also: % is scaled to controls: 0 for no effect and ±100 for the full control effect
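Pol kappa 10 nM + cpd, 15 min RT; start w/ substrate 50 nM final; fluorescence kinetic read, 0 and 10 min. Neg ctrl: buffer, no enzyme.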
POLH inh = DNA polymerase eta (human) inhibition. Q9Y253. recombinant Pol eta, fluorescent DNA replication assay. Potency, µM (top dose mostly 114 µM), for the others: at the top dose activity change, negative = inhibition, usual class: inhibitors. 1.2% of 390,000 active; also: % is scaled to controls: 0 for no effect and ±100 for the full control effect
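Fluorescent replication assay: 50 nM final substrate added after a 15 min room-temperature compound preincubation with 10 nM enzyme. Signal taken at 0 min and again at 10 min.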
POLB inh = inhibitors of human DNA polymerase beta | P06746 | Pol beta primer extension/strand displacement, fluorescence kinetic | Potency, µM (highest dose often 114 µM), for the others: top-dose activity change, negative = inhibition, hits mostly inhibitors | 1.3% of 340,000 active; also: % is scaled to controls: 0 for no effect and ±100 for the full control effect
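Reaction started by 50 nM substrate onto compound-treated Pol beta (10 nM, 15 min preincubation, room temperature); plates read at 0 min and 10 min. Normalized concentration-effect data fitted by four-parameter Hill equation.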
Apoferritin bind = binds horse apoferritin like a general anesthetic. apoferritin/1-aminoanthracene competitive binding, fluorescence. AID 485281. 0.074% of 350,000 active. Potency, µM (highest dose often 77.5 µM), for the others: top-dose activity change, negative = displacement, actives largely listed as inhibitors; also: % is scaled to controls: 0 for no effect and ±100 for the full control effect; nearly all actives have a fitted effect of over 20% in size
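Concentration-response curves derived by four-parameter Hill fitting of normalized fluorescence, where compounds displaced 1-AMA from 10 uM horse apoferritin following a brief 10 min room-temperature incubation; propofol titration acted as positive control.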
An asterisk follows results filed as active; ? = inconclusive; / = no result given; & = joins results of further samples; ! = repeats disagree; [ ] = dose if it differs, or a comment. Calls follow the shape of the dose curve; as a rule, active = well fitted curve in the direction sought with a large enough effect; inconclusive = small, poorly fitted or top-dose-only effect, or another doubt; inactive = no such curve, though single readings can be large; an effect the other way counts as inactive or inconclusive. Potency is read from the fitted curve at half-maximal effect. Not all compounds are listed (hit frequency here may not be typical).

SMILES	G9a block	Pol iota inh	BAZ2B inh	BLM helicase inh	APEX1 inh	POLK inh	POLH inh	POLB inh	Apoferritin bind
COc1cccc(-c2cc(C(F)(F)F)n3nc(C(=O)N4CCC5(CC4)OCCO5)cc3n2)c1	12%[12.7 µM]	1%	-2%	-6%	13%	-3%	8%	-1%	34%[activator]
Cc1ncc([N+](=O)[O-])n1CCOC(N)=O	-5%[12.7 µM]	-21%	2%	-7%	-1%	-3%	8%	-5%	-4%
CCOc1ccc(CNC(=O)CSc2c3c(nc4cc(Cl)ccc24)CCCC3)cc1	18%[59 µM]	47%[activator]	0%	-6%	/	-9%	-13%	11%	?
O=C(Nc1nnc(SCc2ccccc2Cl)s1)C1COc2ccccc2O1 (configuration not stated)	-8%[59 µM]	3%	-6%	-9%	-9%	-5%	1%	1%	?
COc1ccc(-c2cc(=O)oc3c(C)c(OC(C)C(=O)N4C[C@H]5C[C@@H](C4)c4cccc(=O)n4C5)ccc23)cc1 (some centres not stated)	8%[12.7 µM]	-10%	-33%	3%	24%	7%	-2%	17%	?
O=c1c2ccccc2nc(/C=C/c2ccccc2)n1-c1ccc(O)cc1	5%	50%[activator]	-21%	-6%	-5%	-5%	-11%	12%	-8%
Fc1ccc(C(OCCN2CCCC2)c2ccc(Br)cc2)cc1 (configuration not stated)	-9%[59 µM]	111%[activator]	0%	24%	-4%	-5%	-11%	10%	-14%
CCCc1cc(=O)oc2cc(OCC(=O)N3CCC(C(=O)O)(c4ccccc4)CC3)ccc12	-10%[12.7 µM]	13%	-6%	-2%	-2%	-8%	-15%	30%	-11%
O=c1[nH]c(=O)n(-c2cccc(Cl)c2)c(O)c1/C=N/c1ccccn1	-13%[59 µM]	-8%	-8%	-1%	2%	-4%	-16%	6%	?
CC(=O)c1cccc(NC(=O)c2cccn(Cc3cccc(C)c3)c2=O)c1	-5%[59 µM]	17%	0%	-1%	/	-7%[60.1 µM]	-9%	16%	-12%
CCCn1c2ccccc2c2nnc(SCC(=O)Nc3cccc(C(C)=O)c3)nc21	4%[59 µM]	-7%	12%	-13%	/	-7%	-16%	?	-14%
COc1cc2c(cc1O)C(Cc1ccc(O)cc1)NCC2 (configuration not stated)	79µM*	-10%	-29%	-5%	-2%	14%	-16%	5%	-1%
CC[N+](CC)(CC)CCCOC(=O)C(O)(c1ccccc1)C1CCCCC1 (configuration not stated)	35%[12.7 µM]	-7%	-5%	0%	-2%	-1%	1%	2%	-7%
COC(=O)C1C(OC(=O)c2ccccc2)CC2CCC1N2C (configuration not stated)	-3%[59 µM]	4%&-4%	-18%	-6%&0%	7%&2%	0%	-9%&-19%	24%	3%&-4%
Oc1ccc(Cl)cc1	8%[2.33 µM]	-8%	/	-15%&-13%	3%&-2%&2%	-14%	-1%	/	8%
CCN1CCN(CC(=O)c2c(C)n(Cc3ccccc3)c3ccc(OC)cc23)CC1	-47%[59 µM]	7%	-24%	7%	-4%	0%	-5%	-17%	-19%
O=C1OC(c2ccccc2)C2(CCCC2)C(=O)C12CCCC2 (configuration not stated)	8%[59 µM]	17%	-2%	-2%	15%	-6%	3%	23%	-11%
Cc1ccc2c(c1)C1CN(C)CCC1N2C(=O)Cc1cccs1 (configuration not stated)	79µM*	67%[activator]	-4%	-3%	-3%	-8%	-2%	4%	-13%
CC[n+]1c(-c2ccccc2)c2cc(N)ccc2c2ccc(N)cc21	13µM*	40µM*	/	?	32µM*!	20µM*	4.5µM*	/	-23%&10%
COc1ccccc1-n1c(-c2ccc(C)cc2)nc2ccccc2c1=O	11%	-4%	-14%	-1%	20%	-19%	6%	2%	-14%
CC(ON1CC1(C(F)(F)F)C(F)(F)F)(C(N)=O)C(N)=O (configuration not stated)	-10%[59 µM]	41%	9%	0%	4%	-11%	-24%	100%	4%
c1cnc2c(c1)ncn2C1CCNCC1	?	-5%	1%	3%	/	-6%[60.1 µM]	7%	27%	44%[activator]
O=C(Nc1ccc(Cl)cc1C(=O)c1ccccc1)c1cc(Cl)cc(Cl)c1	-10%[59 µM]	-23%	-6%	0%	/	-5%	-12%	0%	-8%
Cc1cccc(NC(=O)CSc2ccc(-c3ccco3)nn2)c1	28µM*	14%	-25%	2%	0%	-15%	0%	?	6%
O=C(O)CCC1NCC2CC1CN1CCCCC21 (configuration not stated)	/	/	/	-8%	1%	-6%[60.1 µM]	/	/	3%

Full records from above. Values in the order: G9a block, Pol iota inh, BAZ2B inh, BLM helicase inh, APEX1 inh, POLK inh, POLH inh, POLB inh, Apoferritin bind
Profile of COc1cc2c(cc1O)C(Cc1ccc(O)cc1)NCC2 (configuration not stated) : 79µM*, -10%, -29%, -5%, -2%, 14%, -16%, 5%, -1%
Profile of O=C(Nc1ccc(Cl)cc1C(=O)c1ccccc1)c1cc(Cl)cc(Cl)c1 : -10%[59 µM], -23%, -6%, 0%, /, -5%, -12%, 0%, -8%
Profile of O=c1[nH]c(=O)n(-c2cccc(Cl)c2)c(O)c1/C=N/c1ccccn1 : -13%[59 µM], -8%, -8%, -1%, 2%, -4%, -16%, 6%, ?
Profile of CC(ON1CC1(C(F)(F)F)C(F)(F)F)(C(N)=O)C(N)=O (configuration not stated) : -10%[59 µM], 41%, 9%, 0%, 4%, -11%, -24%, 100%, 4%

(list continues)
SMILES	G9a block	Pol iota inh	BAZ2B inh	BLM helicase inh	APEX1 inh	POLK inh	POLH inh	POLB inh	Apoferritin bind
COC(=O)C1=Nc2ccccc2/C1=C\c1c(O)n(-c2ccc(OC)cc2)c(=O)[nH]c1=O	9%[12.7 µM]	?	79µM*	-2%	-4%	0%	?	?	?
CCc1cccc(CC)c1N(COC)C(=O)CCl	/	1%	/	-1%	-8%&0%	-8%	0%	/	-14%
COc1ccc(/C=C/c2cc(O)cc(O)c2)cc1	/	/	/	5%	5%	-12%[60.1 µM]	/	/	-3%
COC(=O)C1=C(c2ccc(OC(F)(F)F)cc2)C[C@@H]2CC[C@H]1N2C(=O)NCCO	14%[2.33 µM]	49%[activator]	7%	/	9%	-2%	-19%	/	/
C[C@H]1CCCC(=O)CCC/C=C/c2cc(O)cc(O)c2C(=O)O1	-29%[59 µM]	1%	-1%	-6%	-8%&0%&-3%	5%	-9%	21%	-19%
COc1cccc(CCNCc2cccc(C(F)(F)F)c2)c1	10µM*	39%[activator]	56µM*	-2%	1%	-16%	-12%	1%	-9%
CCN(CCNc1ccc([N+](=O)[O-])c2cccnc12)S(=O)(=O)c1ccc(Cl)cc1	/	6%	-12%	-2%	12%	-6%	-14%	19%	?
COc1cccc(N2CCN(Cc3ccc(Cl)cc3)CC2)c1	?	-20%	-50%	-2%	-9%	2%	-11%	4%	-12%
O=C(Nc1cccc(Cl)c1)OC1CN2CCC1CC2 (configuration not stated)	34%	-2%	-2%	-9%	-5%	11%	-19%	2%	-8%
Cc1cc(OCC(=O)N2CCC(C(=O)O)CC2)c2c3c(c(=O)oc2c1)CCC3	-7%[12.7 µM]	12%	-4%	-6%	6%	2%	-14%	-22%	-6%
O=C(Cn1ncc2c3ccccc3n(Cc3ccccc3F)c2c1=O)N1CCC2(CC1)OCCO2	9%[12.7 µM]	8%	-1%	2%	0%	-3%	6%	-2%	-8%
O=P1(NC2CCCC2)COc2ccccc2OC1	-38%[12.7 µM]	?	-2%	0%	-1%	-21%	-1%	1%	2%
COc1ccccc1N1CCN(S(=O)(=O)CCNC(=O)C2CC(=O)N(c3ccccc3)C2)CC1 (configuration not stated)	-43%	36%&-12%[activator]	6%&0%	0%&-1%	72%[activator]	-14%	-20%&1%	24%&1%	-1%&-10%
CC1(C)CN=C(NCc2ccccc2Cl)S1	11%[12.7 µM]	15%	10%	2%	-1%	-13%	-8%	-1%	-18%
O=C(CCC(=O)N1C[C@H]2C[C@@H](C1)c1cccc(=O)n1C2)NCc1ccc(F)cc1	1%[0.501 µM]	-4%	-2%	/	5%	-20%	-10%	/	/
CN1CCC(OC(=O)C2c3ccccc3Oc3ccccc32)CC1	5%[2.33 µM]	-5%	-17%	-2%	-1%	-15%	-7%	2%	-16%
C=C(C)[C@@]12OC3(c4ccccc4)O[C@@H]1[C@@H]1[C@@H]4O[C@]4(CO)[C@@H](O)[C@]4(O)C(=O)C(C)=C[C@H]4[C@@]1(O3)[C@H](C)[C@H]2OC(=O)/C=C/C=C/c1ccccc1	/	/	/	-14%	?	-9%[60.1 µM]	/	/	-21%
O=C(OC1CC2CCC(N2)C1C(=O)O)c1ccccc1 (configuration not stated)	/	-4%	/	/	5%	-1%	-2%	/	/
O=C(Oc1ccccc1)c1cc2ccccc2o1	8%[12.7 µM]	10%	105%[activator]	-1%	2%	-8%	-8%	-28%	-8%
CC(C)C[C@H](NC(=O)[C@@H]1CCCN1C(=O)[C@@H](N)Cc1ccc(O)cc1)C(=O)NCC(N)=O	-3%	19%	-7%	-7%	?	11%	-13%	-11%	1%
CN1CCN(C(=O)Cc2ccccc2)CC1	-1%	133%[activator]	-8%	0%	5%	5%	-8%	-11%	-3%
Cc1ccc(-n2ncc(C(=O)N3CCN(c4ccc(Cl)cc4)CC3)c2C2CCN(C(=O)OC(C)(C)C)CC2)c(C)c1	?	16%	-22%[57.1 µM]	-9%	/	2%	-23%	18%	-15%
CCOc1ccc2nc(N(CCN(CC)CC)C(=O)c3ccc([N+](=O)[O-])cc3)sc2c1	14%	1%	/	-3%	-2%	-2%	-13%	3%	-7%
C=CCN1CC[C@]23c4c5ccc(O)c4OC2C(=O)CC[C@]3(O)C1C5 (some centres not stated)	-36%[2.33 µM]	/	/	-1%	-1%	2%[60.1 µM]	/	/	3%
O=c1[nH]c(=O)n(C2CCCCCC2)c(O)c1C=NCC1CCCO1 (configuration not stated)	4%[59 µM]	-2%	-6%	-3%	-4%	-2%	-16%	9%	-10%
O=[N+]([O-])c1ccc2nc(N3CCNCC3)ccc2c1	?	8%[58.9 µM]	/	/	0%&-2%	-13%[60.1 µM]	-3%[57.1 µM]	17%[57.1 µM]	/
O=C1NC(=O)C(=Cc2cc([N+](=O)[O-])ccc2N2CCCCC2)C(=O)N1	10%[59 µM]	40%[activator]	-12%	-1%	17%	-14%	-5%	17%	-11%
COC1=CC2C3Cc4ccc(OC)c(O)c4[C@]2(CCN3C)CC1=O (some centres not stated)	-39%[2.33 µM]	/	/	3%	-1%	-3%[60.1 µM]	/	/	-6%

Screens deposited in PubChem BioAssay by National Center for Advancing Translational Sciences (NCATS).
